# Bioassay records as filed in PubChem.
# FN deposition inh = inhibitors of fibronectin matrix deposition, primary screen, AH1F cells, Alexa488-fibronectin fluorescence, plate reader. 0.086% of 350,000 active. AH1F fibroblasts, overnight. inhibition, % at 12.6 µM;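 active means mean inhibition across replicates of 30% or more, regardless of how many single replicates reach that level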;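 further: positive control wells lacked labelled fibronectin entirely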
#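 Schedule: 1 h cell adhesion before compound, then overnight fibronectin incubation; test system: AH1F fibroblast monolayer depositing Alexa488-labelled fibronectin into matrix; quantity: 10000 AH1F cells per well; probe or stimulus: fluorescent fibronectin at 24 nM final; signal: fluorescence, ex 485 nm, em 525 nm; evaluation: percent inhibition as loss of matrix-bound fibronectin fluorescence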
# S100A4 inh HTS = inhibitors of S100A4-myosin IIA peptide binding, primary screen, biochemical, fluorescence polarization, TAMRA-MyoIIA peptide; inhibition, % at 10.7 µM; AID 652163, 2013; 0.14% of 360,000 active;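 active means mean inhibition of at least 70% across replicates, with every replicate also reaching that level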
# Target sequence (P26447 whole entry, looked up): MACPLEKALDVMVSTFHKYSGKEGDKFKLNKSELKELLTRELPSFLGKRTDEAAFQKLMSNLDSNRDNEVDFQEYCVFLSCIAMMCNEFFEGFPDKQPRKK
#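 Material: S100A4 monomer protein | Medium: HEPES pH 7.2 with CaCl2, KCl, NaCl, DTT, Triton | Reagent: Labelled myosin peptide probe, 5 nM | Doses: One dose per compound | Times: 5 min incubation before reading | Benchmarks: Neutral control DMSO, positive control TFP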
# ERAP1 HTS inh = human ERAP1 aminopeptidase inhibitors, primary screen, biochemical, single point, plate reader; recombinant ERAP1, Leu-AMC fluorescence, 60 min; inhibition, % at 10.7 µM; AID 652197, 2013; 0.15% of 340,000 active; Endoplasmic reticulum aminopeptidase 1 (Homo sapiens), Q9NZ08;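 active means mean replicate inhibition of at least 30%, or all replicates individually reaching that 30% level; inactive means mean below 30% and not every replicate reaching it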;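 further: 0% = neutral control wells and 100% = L-leucinethiol positive control wells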
# Target sequence (Q9NZ08 whole entry, looked up): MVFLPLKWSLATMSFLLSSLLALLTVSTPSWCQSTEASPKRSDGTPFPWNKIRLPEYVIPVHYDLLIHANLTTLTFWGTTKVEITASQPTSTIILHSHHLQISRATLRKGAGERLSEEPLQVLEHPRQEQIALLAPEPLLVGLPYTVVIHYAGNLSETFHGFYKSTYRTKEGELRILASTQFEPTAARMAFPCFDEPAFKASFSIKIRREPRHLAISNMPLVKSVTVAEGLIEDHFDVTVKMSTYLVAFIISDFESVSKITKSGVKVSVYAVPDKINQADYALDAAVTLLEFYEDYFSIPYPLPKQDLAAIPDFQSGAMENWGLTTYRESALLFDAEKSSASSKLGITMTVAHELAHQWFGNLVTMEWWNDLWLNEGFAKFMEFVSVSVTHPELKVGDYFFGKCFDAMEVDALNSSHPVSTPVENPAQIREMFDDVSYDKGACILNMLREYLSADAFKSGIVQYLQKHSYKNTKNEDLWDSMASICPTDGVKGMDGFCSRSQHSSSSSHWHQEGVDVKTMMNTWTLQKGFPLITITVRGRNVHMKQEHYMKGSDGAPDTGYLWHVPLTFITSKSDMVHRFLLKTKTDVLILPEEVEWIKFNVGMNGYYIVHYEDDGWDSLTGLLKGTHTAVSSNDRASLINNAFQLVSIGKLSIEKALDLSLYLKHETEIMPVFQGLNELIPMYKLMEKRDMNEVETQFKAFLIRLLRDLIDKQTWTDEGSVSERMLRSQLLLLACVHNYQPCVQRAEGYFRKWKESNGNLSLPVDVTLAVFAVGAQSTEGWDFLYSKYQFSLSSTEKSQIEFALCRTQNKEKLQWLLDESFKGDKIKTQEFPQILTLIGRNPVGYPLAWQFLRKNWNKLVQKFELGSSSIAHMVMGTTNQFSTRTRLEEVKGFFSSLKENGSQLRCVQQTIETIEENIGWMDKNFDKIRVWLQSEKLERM
# LGR2 inh = inhibitors of bursicon-induced LGR2 CRE-luciferase signal, primary screen, cell-based, HEK293, CRE-luciferase reporter, bursicon stimulation; Drosophila bursicon receptor LGR2 (rickets); bursicon-stimulated, 4 h; inhibition, % at 9.99 µM; 0.35% of 380,000 active;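 active means drop in luminescence signal, shown as inhibition above about 50% in the replicate tests, limit read from the data, passing the limit was not always enough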;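 further: agonist challenge used bursicon conditioned medium at about half maximal strength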
# PGC1a acetyl inh = inhibitors of PGC1a acetylation signal, primary screen, cell-based, U2OS, AlphaScreen, inhibitor mode | AID 651687, 2012 | inhibition, % at 15.6 µM | AlphaScreen anti-acetyl-lysine; with virally co-expressed GCN5 acetyltransferase | 0.17% of 350,000 active;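 active means every replicate shows inhibition of at least 40%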;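 further: 0% = neutral control wells and 100% = positive control wells; some results beyond the cut were filed as inactive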
# EWS-Fli inh = EWS/Fli-driven NR0B1 reporter inhibitors, primary screen, A673 cells, NR0B1 luciferase, luminescence, MLPCN library; 0.67% of 350,000 active; inhibition, % at 12.6 µM; viability-normalised;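 active means mean inhibition of at least 50% after viability correction, with every replicate also passing that limit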;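 further: firefly luciferase signal divided by Alamar Blue viability fluorescence both relative to DMSO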
# PAX8 reporter = inhibitors of PAX8-driven TPO luciferase reporter, primary screen, RMG-I cells, single concentration; SteadyGlo, 24 h; inhibition, % at 12.6 µM; 1.2% of 360,000 active;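 active means mean replicate inhibition at least 60% with every replicate also reaching 60%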;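 further: luciferase light reporting Pax8 driven TPO promoter activity; plate controls were median of neutral control wells for no effect and mitoxantrone controls for full effect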
# * marks the source's active call; other numbers are inactive results; nt = no result given.
# The line under a structure holds: FN deposition inh	S100A4 inh HTS	ERAP1 HTS inh	LGR2 inh	PGC1a acetyl inh	EWS-Fli inh	PAX8 reporter
- COc1ccc2c3c([nH]c2c1)[C@H](CO)N(C(=O)Nc1cccc(F)c1)CC31CN(S(=O)(=O)c2ccccc2)C1
  nt	nt	nt	9	-13	12	nt
- C[C@H]1CN([C@@H](C)CO)C(=O)c2cc(NS(=O)(=O)c3ccc(F)cc3)ccc2O[C@H]1CN(C)S(C)(=O)=O
  nt	nt	nt	-6	7	3	nt
- COCC(=O)N(C)C[C@H]1Oc2cc(C#CC3CCCC3)ccc2S(=O)(=O)N([C@H](C)CO)C[C@@H]1C
  nt	nt	nt	13	3	-12	nt
- C[C@H]1CN([C@@H](C)CO)C(=O)c2cc(-c3ccc(F)cc3)cnc2O[C@H]1CN(C)C(=O)c1ccncc1
  nt	nt	nt	-5	-3	-3	nt
- C[C@@H]1CN([C@H](C)CO)C(=O)c2cc(C#CC3(O)CCCC3)cnc2O[C@H]1CN(C)C(=O)C1CC1
  nt	nt	nt	-2	8	2	nt
- CCC(C)(C(=O)Nc1ccccc1C)N(C(=O)CNC(C)=O)c1ccc(C)cc1 (configuration not stated)
  nt	nt	nt	-1	nt	-10	2
- CC(C)=NOc1cc(NC(=O)CCl)cc([N+](=O)[O-])c1
  nt	nt	nt	12	nt	14	-7
- Cc1cc(Oc2ccc(-c3nnc(-c4ccccc4)o3)cc2[N+](=O)[O-])ccc1Cl
  nt	nt	nt	-17	nt	-9	7
- C[C@H]1CN([C@@H](C)CO)C(=O)c2cc(NS(=O)(=O)c3ccccc3)ccc2O[C@H]1CN(C)S(=O)(=O)c1ccc(Cl)cc1
  nt	nt	nt	5	nt	12	-33
- O=C(NC1CCC1)[C@@H]1[C@@H](CO)[C@@H]2Cn3c(cccc3=O)[C@H]1N2Cc1cc(F)ccc1F
  nt	nt	nt	7	nt	-4	-19
- S=c1[nH]cc(-c2ccccc2)n1-c1ccccc1Cl
  nt	nt	nt	-2	nt	2	-3
- COc1ccc(CNC(=O)/C(C#N)=C2\N=C(NC(=O)c3cccs3)c3ccccc32)cc1
  nt	nt	nt	-13	nt	-12	0
- Cc1ccsc1C(=O)Nc1cccc(S(=O)(=O)N(C)C)c1
  nt	nt	nt	0	nt	12	22
- CCc1ccc(-c2cc(C(=O)NCc3ccccn3)c3ccccc3n2)cc1
  nt	nt	nt	-28	nt	-37	-66
- Cc1ccc(S(=O)(=O)N(C)CC(=O)OCC(=O)NC(=O)Nc2ccc3c(c2)OCCO3)cc1
  nt	nt	nt	2	nt	-11	-28
- COc1ccc(OC)c(CN(CCN2CCOCC2)C(=O)Nc2cccc(Cl)c2)c1
  nt	nt	nt	-4	nt	-21	0
- COc1ccc(NC(=O)N(C)C[C@@H]2Oc3c(NS(=O)(=O)c4ccccc4)cccc3C(=O)N([C@@H](C)CO)C[C@@H]2C)cc1
  nt	nt	nt	-14	nt	-15	-3
- Cc1ccc(Oc2ccc(NC(=O)CSc3n[nH]c(N)n3)cc2)cc1
  nt	nt	nt	-5	nt	2	3
- O=C(Nc1ccn(Cc2ccccc2)n1)c1n[nH]c([N+](=O)[O-])c1Cl
  nt	nt	nt	49	nt	8	-1
- C[C@@H]1CN([C@H](C)CO)C(=O)c2cc(NS(=O)(=O)c3ccccc3)ccc2O[C@@H]1CN(C)S(=O)(=O)c1ccc(Cl)cc1
  nt	nt	nt	7	nt	7	6

# The line under a structure holds: FN deposition inh	S100A4 inh HTS	ERAP1 HTS inh	LGR2 inh	PGC1a acetyl inh	EWS-Fli inh	PAX8 reporter
- CCCNC(=O)N1CC2(CCN(C(=O)C3CCC3)CC2)c2c([nH]c3cc(OC)ccc23)[C@@H]1CO
  nt	nt	nt	6	nt	1	21
- O=[N+]([O-])c1cccc(-c2n[nH]c(=S)n2Cc2ccccc2)c1
  nt	nt	nt	-6	nt	12	8
- CCC/C(C)=N/NC(=O)c1ccccc1O
  nt	nt	nt	4	nt	2	20
- CC(=O)c1sc(N/N=C\c2ccc(Br)cc2)nc1C
  nt	nt	nt	-83	nt	-38	-128
- CNC(=S)N/N=C/c1ccccc1Cl
  nt	nt	nt	-12	nt	3	-24
- NNC(=O)CC12CC3CC(C1)CC(n1ncnn1)(C3)C2
  nt	nt	nt	-18	nt	-16	-7
- COc1ccc(/C=N/NC(=O)c2ccc(N(C)S(=O)(=O)c3ccccc3)cc2)cc1OC
  nt	nt	nt	-6	nt	-24	8
- CC1=C(C(=O)Nc2ccc(C)cc2C)C(c2ccc(C)o2)NC(=S)N1 (configuration not stated)
  nt	nt	nt	11	nt	-4	-2
- CS(=O)(=O)N1N=C(c2ccccc2)CC1c1ccc2c(c1)OCO2 (configuration not stated)
  nt	nt	nt	-47	nt	-10	-118
- Cc1nn(Cc2ccc(Cl)cc2)c(C)c1NC(=O)/C=C/c1cnn(C)c1
  nt	nt	nt	-5	nt	9	5
- CCOC(=O)N/N=C/c1c(C)nn(-c2cccc(C(F)(F)F)c2)c1Cl
  nt	nt	nt	-6	nt	15	24
- CCCCOc1ccc(/C=C/C(=O)Nc2ccc(C(N)=O)cc2)cc1
  nt	nt	nt	-16	nt	-10	-6
- O=C(NC1CCC1)[C@H]1[C@H](CO)[C@H]2Cn3c(cccc3=O)[C@@H]1N2Cc1cc(F)ccc1F
  nt	nt	nt	-3	nt	-3	-10
- CC1CC(=O)Nc2ccc([N+](=O)[O-])cc2N1C (configuration not stated)
  nt	nt	nt	11	nt	3	0
- COCCn1c(=NC(C)=O)sc2cc([N+](=O)[O-])ccc21
  nt	nt	nt	16	nt	-11	-3
- COc1cc(C(=O)Nc2cc(C(F)(F)F)ccc2N2CCOCC2)ccc1O
  nt	nt	nt	12	nt	-19	6
- CCN1[C@@H]2c3ccc(-c4ccc(OC)cc4)c(=O)n3C[C@@H]2[C@@H](CO)[C@@H]1C(=O)N(C)C
  nt	nt	nt	-3	nt	0	-3
- O=C(C[n+]1cccc(CNC(=O)c2ccc(OC(F)F)cc2)c1)Nc1cc(C(F)(F)F)ccc1Cl
  nt	nt	nt	-3	nt	-31	51
- Cc1ccc(N2C(=O)CC(NNc3nc4ccccc4s3)C2=O)cc1C (configuration not stated)
  nt	nt	nt	-10	-5	nt	11
- CC(C)NC(=O)Nc1ccc2c(c1)C(=O)N([C@H](C)CO)C[C@@H](C)[C@@H](CN(C)C(=O)NC1CCCCC1)OCCCC[C@@H](C)O2
  nt	nt	nt	-27	-13	nt	-22

# The line under a structure holds: FN deposition inh	S100A4 inh HTS	ERAP1 HTS inh	LGR2 inh	PGC1a acetyl inh	EWS-Fli inh	PAX8 reporter
- Cc1ccc(S(=O)(=O)N(C)C)cc1NC(=O)CN1C(=O)NC2(CCCc3ccccc32)C1=O (configuration not stated)
  nt	nt	nt	14	-4	nt	-24
- O=C(CSc1nnc(-c2c[nH]c3ccccc23)o1)c1ccc(-c2ccccc2)cc1
  nt	nt	nt	27	1	nt	8
- CCN1[C@@H]2c3ccc(/C=C/c4ccccc4)c(=O)n3C[C@@H]2[C@@H](CO)[C@@H]1C(=O)Nc1nccs1
  nt	nt	nt	-17	9	nt	13
- O=C1CN(S(=O)(=O)c2ccccc2)C[C@H]2[C@@H](c3ccc(C#Cc4ccccc4)cc3)[C@H](CO)N12
  nt	-1	nt	-1	-12	nt	nt
- CCCNC(=O)N1CC(=O)N2[C@H](C1)[C@H](c1ccc(C#Cc3ccc(F)cc3)cc1)[C@@H]2CO
  nt	6	nt	-4	-4	nt	nt
- CCCNC(=O)N1CC(=O)N2[C@@H](CO)[C@H](c3ccc(C#Cc4ccc(F)cc4)cc3)[C@@H]2C1
  nt	7	nt	9	3	nt	nt
- O=C(c1ccc(F)cc1)N1CC(=O)N2[C@H](CO)[C@@H](c3ccc(C4=CCCC4)cc3)[C@H]2C1
  nt	-1	nt	7	-4	nt	nt
- COC(=O)c1ccc(CN2CC(=O)N3[C@H](CO)[C@@H](c4ccc(-c5ccc(OC)cc5)cc4)[C@H]3C2)cc1
  nt	5	nt	1	-2	nt	nt
- C/C=C/c1ccc([C@H]2[C@@H](CO)N(C(=O)C3CCC3)[C@@H]2CNC(=O)NC(C)C)cc1
  nt	-5	-1	14	nt	nt	nt
- CCS(=O)(=O)NC[C@@H]1[C@@H](c2ccccc2)[C@@H](CO)N1CC1CC1
  nt	16	0	0	nt	nt	nt
- C/C=C/c1ccc([C@H]2[C@@H](CO)N(CC3CCCC3)[C@@H]2CNC(=O)NC(C)C)cc1
  nt	6	1	18	nt	nt	nt
- COc1ccc(OCC(O)CNc2ccc(Br)cc2)cc1 (configuration not stated)
  nt	-3	2	-6	nt	nt	nt
- N#Cc1cccc(-c2ccc([C@H]3[C@@H](CO)N[C@@H]3CNC(=O)C3CC3)cc2)c1
  nt	-18	1	8	nt	nt	nt
- CCC(=O)N1[C@@H](CO)[C@@H](c2ccccc2)C12CN(C(=O)c1cnccn1)C2
  nt	-2	0	-14	nt	nt	nt
- COc1ccc(S(=O)(=O)N(C)C[C@H]2Oc3c(NS(=O)(=O)c4ccc(C)cc4)cccc3C(=O)N([C@H](C)CO)C[C@@H]2C)cc1
  nt	47	-3	-6	nt	nt	nt
- O=C(c1ccc2c(c1)OCO2)N1CC2(C1)[C@@H](c1ccccc1)[C@H](CO)N2C(=O)C1CCC1
  nt	1	-1	9	nt	nt	nt
- CCCNC(=O)N1[C@H](CO)[C@H](c2ccccc2)[C@@H]1CNC(=O)C1CCCCC1
  nt	5	2	0	nt	nt	nt
- COC(=O)CC(=O)CSc1nc2c(cc1C#N)CCCCC2
  nt	4	-5	-45	nt	nt	nt
- CCc1[nH]nc2c1C(c1cccc(OC(=O)N3CCOCC3)c1)C(C#N)=C(N)O2 (configuration not stated)
  nt	3	1	-7	nt	nt	nt
- CCOc1ccc(NS(=O)(=O)c2ccc3c(c2)CCN3C(=O)C2CCC2)cc1
  nt	4	-4	7	nt	nt	nt

# The line under a structure holds: FN deposition inh	S100A4 inh HTS	ERAP1 HTS inh	LGR2 inh	PGC1a acetyl inh	EWS-Fli inh	PAX8 reporter
- COc1ccc(NC(=O)Nc2cccc3c2O[C@@H](CN(C)Cc2ccc(Cl)c(Cl)c2)[C@@H](C)CN([C@H](C)CO)C3=O)cc1
  1	nt	nt	nt	3	1	nt
- CCc1noc(C)c1C(=O)N(CCCOC)c1c(N)n(Cc2ccccc2)c(=O)[nH]c1=O
  -3	nt	nt	nt	nt	1	-1
- CCc1cccc(C)c1NC(=O)CSc1nnc(-c2cc3cc(Br)ccc3o2)n1CC
  0	nt	nt	nt	5	nt	22
- COc1ccc(S(=O)(=O)N2CCCCCC2)cc1C(=O)OCC(=O)NCC(C)C
  4	nt	nt	nt	52	nt	13
- CC(Sc1nnc(C(F)(F)F)n1C)C(=O)NC(N)=O (configuration not stated)
  1	nt	nt	nt	7	nt	-1
- Cc1ccc(C(=O)N2CCCC2)cc1Br
  2	nt	nt	nt	10	nt	-7
- CCCCNC(=O)C1CCCN1C(=O)Nc1cccc(OC)c1 (configuration not stated)
  -5	nt	nt	nt	-3	nt	-2
- C=CCNCCCCOc1c(Cl)cc(C)cc1Br
  -1	nt	nt	nt	-19	nt	-4

# Part of the list above, reduced to PAX8 reporter and PGC1a acetyl inh.
structure | PAX8 reporter | PGC1a acetyl inh
Cc1ccc(C(=O)N2CCCC2)cc1Br | -7 | 10
COc1ccc(NC(=O)Nc2cccc3c2O[C@@H](CN(C)Cc2ccc(Cl)c(Cl)c2)[C@@H](C)CN([C@H](C)CO)C3=O)cc1 | nt | 3

# The list is partial; count on the stated rates, not on these rows.
